12-LOX inh: Primary qHTS assay for inhibitors of human arachidonate 12S-lipoxygenase (ALOX12): Round 2; purified 12hLO, xylenol orange hydroperoxide absorbance; 580,000 tested, 1.1% active; Polyunsaturated fatty acid lipoxygenase ALOX12 (Homo sapiens), P18054; AID 1671190, 2021; Potency, µM (doses to about 108 µM), for the others: at the top dose activity change, negative = inhibition, usual class: inhibitors; active = well fitted inhibition curve with a large enough effect; inconclusive = small, poorly fitted or top-dose-only effect, or another doubt; inactive = no such curve, though single readings can be large or run the other way
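Hydroperoxide product was detected by ferrous iron/xylenol orange as the 573 to 405 nm absorbance ratio. Arachidonic acid at 40 uM (final) was turned over for 30 min at room temperature by 150 nM human 12hLO, pH 7.0 Hepes buffer, after 15 min compound preincubation.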
The depositor's hits bear a star; ? = inconclusive; [ ] = remark or other dose. % is set by controls: 0 for no effect and ±100 for the full control effect; potency is the fitted concentration of half-maximal effect. The list is partial; rates above refer to the full screens.

12-LOX inh	compound
21.4%[176 µM]	CCN(CC)C(=O)CC[C@H]1CNC(=O)[C@@H]2[C@@H](CCN2Cc2csnn2)N1C
?	COC(=O)[C@H](CCCN=C(N)N)NS(=O)(=O)c1ccc(C)cc1
9.3%[176 µM]	c1ccc(-c2cc(CC3(NCc4ccc5c(c4)OCO5)COC3)no2)nc1
60.0%[activator][176 µM]	c1ccc(CCn2cnc3cccnc32)cc1
0.3%[6.33 µM]	FC(F)(F)c1ccc(CN2CCCC3(CC(c4cccc(C(F)(F)F)c4)=NO3)C2)cc1 (stereo unspecified)
47.6%[activator][176 µM]	Clc1cc(NCc2ccccn2)n2nccc2n1
7.3%[6.33 µM]	C#CCNC(=O)c1cc(-c2ccc(Cl)nc2)nc2c1cnn2C
-1.9%	O=C(CCC[C@@H]1[C@H]2CCCN3CCC[C@@H](CN1C(=O)c1cccnc1)[C@@H]23)NCCCN1CCCC1=O
-16.7%	CC(C)(C)S(=O)N1CCC[C@@H]1c1noc2cc3ccccc3cc12 (stereo partly specified)
?	Cc1cn2c(=O)cc(CN3CC[C@@](C)(O)[C@@H](O)C3)nc2s1

The last seven compounds of the part above open the next one:
12-LOX inh	compound
60.0%[activator][176 µM]	c1ccc(CCn2cnc3cccnc32)cc1
0.3%[6.33 µM]	FC(F)(F)c1ccc(CN2CCCC3(CC(c4cccc(C(F)(F)F)c4)=NO3)C2)cc1 (stereo unspecified)
47.6%[activator][176 µM]	Clc1cc(NCc2ccccn2)n2nccc2n1
7.3%[6.33 µM]	C#CCNC(=O)c1cc(-c2ccc(Cl)nc2)nc2c1cnn2C
-1.9%	O=C(CCC[C@@H]1[C@H]2CCCN3CCC[C@@H](CN1C(=O)c1cccnc1)[C@@H]23)NCCCN1CCCC1=O
-16.7%	CC(C)(C)S(=O)N1CCC[C@@H]1c1noc2cc3ccccc3cc12 (stereo partly specified)
?	Cc1cn2c(=O)cc(CN3CC[C@@](C)(O)[C@@H](O)C3)nc2s1
13.0%	COc1cc2c(cc1OC)CN(c1cc(C3CC(O)C3)ncn1)CC2 (stereo unspecified)
6.3%[176 µM]	COCCNC(=O)C1CN(Cc2ccccc2)C(=O)N1 (stereo unspecified)
-10.6%	COCc1[nH]nc2c1C(c1cccc(C(F)(F)F)c1)N(c1ccc(OC)cc1)C2=O (stereo unspecified)
15.2%	COCCNC(=O)c1ccc(N2CC3CC(C2)[C@H]2CCCC(=O)N2C3)nc1 (stereo partly specified)
14.0%	Cc1ccc(C(=O)N2CCN(c3cc(C(F)(F)F)ncn3)CC2)cc1
18.4%	CN(C)C(=O)c1ccc(Nc2cc3c(cn2)cc(-c2ccc(C(=O)N(C)C)cc2)n3Cc2ccccc2)cc1
10.4%	CCc1csc(CNC(=O)c2ccc(N3CC[C@H](O)C3)nc2)n1
40.1%[activator]	O=C(Cn1ccn2nc(-c3ccccc3)c(CO)c2c1=O)N1CCCCCC1
3.8%	Cc1cc2c(c(=O)o1)[C@@]1(C(=O)N(C)c3c(Br)cccc31)C1=C(CCCC1=O)O2
22.6%	CN(Cc1cccnc1)c1nc2c(c(=O)[nH]1)CCN(Cc1cc(F)cc(F)c1)CC2
41.6%[activator][176 µM]	Cc1cccc(-c2cccc(CN)c2)c1
?	COc1cc(OC)cc(C(=O)N2CCN(c3cc(C(F)(F)F)nc(C)n3)CC2)c1
43.0%[activator]	O=C(c1cscn1)N1CCc2nn(CC3CC3)c(=O)n2CC1
-14.7%	CN(Cc1cccnc1)C1CN(C(=O)CCc2nc3ccccc3s2)C1
2.6%	CN(Cc1cccnc1)C(=O)CCC1CCN(S(=O)(=O)c2ccccc2)CC1
95.1%[activator]	O=C(O)c1ccnc(-c2ccnc(-c3ncccn3)n2)c1
?	CC1(C)C(=O)N(Cc2ccccc2F)[C@H]2CN(Cc3ccc4c(c3)CCO4)C[C@H]2[S+]1(=O)[O-]
-4.6%	CN(C)c1ccc(C(=O)N2CCC(Cc3noc(-c4ccccc4)n3)C2)cc1 (stereo unspecified)
-14.6%	COc1cccc(CNC(=O)Nc2cccc(-c3ccc(N4CCOCC4)nn3)c2)c1
62.7%[activator]	C=CCNC(=O)C(NC(=O)c1ccccc1)C1CCN(C(=O)c2ccccc2C)CC1 (stereo unspecified)
43.8%	COc1cccc([S+](=O)([O-])N2CCC3(C2)N=C(c2cccnc2)C(=O)N3)c1 (stereo unspecified)
0.6%[6.33 µM]	O=[S+]([O-])(c1ccc(Br)cc1)c1nnn2c1nc(N1CCOCC1)c1ccccc12
58.8%[activator]	c1ccc(-c2noc(-c3cncnc3N3CCC(N4CCCCC4)CC3)n2)cc1
9.5%	CN(C)CCCN1CC(=O)N2CCc3ccc(Br)cc3C2CC1=O (stereo unspecified)
-3.4%	O=C1CC(c2ccccc2)N(Cc2ccc(C(F)(F)F)cc2)CCCCCN1 (stereo unspecified)
52.8%[activator]	COc1cccc(C(=O)NC2CCN(c3cnn(CC4CC4)c(=O)c3)CC2)c1OC
-14.8%	O=C(Cc1ccccc1)N1CCN(c2cc(-c3ccccc3)[nH]n2)CC1
231.5%[activator][176 µM]	COc1ccccc1C(=O)N1CCCn2nc(C)c(-c3ccccc3N3CCCC3)c21
-0.2%[6.33 µM]	O=C1NCc2ccccc2CC12CCN(Cc1cc(O)ccc1[N+](=O)[O-])C2 (stereo unspecified)
74.9%[activator]	c1ccc(CN2C[C@H]3CCN(C4CCOCC4)C[C@H]32)cc1
56.3%[activator]	Cn1cc(CN2CCN(C(=O)c3ccoc3)CC2)ccc1=O
?	Cc1ccc(CN2CCC3(CNc4ccccc4[S+](=O)([O-])N3)C2)cc1 (stereo unspecified)
16.2%	COc1ccc(CN2C=C(C(=O)OCc3noc(-c4cccc(F)c4)n3)C(C)=NS2(=O)=O)cc1
22.7%	COc1ccc(S(=O)(=O)N2CCC(Cc3nncn3-c3ccccc3)CC2)cc1
5.1%[176 µM]	Cc1ccc2nc3n(c2c1)[C@@H](CNS(=O)(=O)c1ccc(C#N)cc1)COC3
?	CNC(=O)[C@@H](Cc1ccccc1)N1CCC[C@H]1C(=O)N1CCN(C)CC1
78.3%[activator]	CCCNC(=O)NCC1c2cc(OC)c(OC)cc2CCN1C(=O)NCC (stereo unspecified)
-12.3%	COC(=O)C1=C(C)N(C)C(=NCc2ccc3c(c2)OCO3)NC1c1cccc(C(F)(F)F)c1 (stereo unspecified)
2.1%[6.33 µM]	COc1ccc(-n2nc3n(c2=O)CCN(CCC(C)C)C3)cc1
1.1%	COc1ccc(CCNC(=O)C2CCCCC(=O)N2C)cc1OC (stereo unspecified)
-14.0%	COC(=O)CNC(=O)C1CN(S(=O)(=O)c2cccs2)CC12CCCCC2 (stereo unspecified)
-1.5%	C[C@H]1[C@@H](NS(=O)(=O)c2cccc([N+](=O)[O-])c2)CC[C@@]23CCCN2C(=O)CCC[C@@H]13
29.4%	O=C(Nc1cccc(F)c1)c1ccc(N2CC3CC(C2)[C@H]2CCCC(=O)N2C3)nc1 (stereo partly specified)
16.4%[176 µM]	COC(=O)c1ccc(-c2noc(C[C@@H]3O[C@H](CNS(C)(=O)=O)[C@@H](O)[C@H]3O)n2)cc1
-21.1%	Cc1cc(N2CCN(CC(C)(C)O)C[C@H]2C)ccc1N1CCN(Cc2ccccc2)[C@@H](C)C1
33.7%	Cc1ccccc1C(=O)N1C(C(=O)N2CCCC2)COC12CCN(C(=O)Cc1ccccc1)CC2 (stereo unspecified)
61.9%[activator]	Cc1ccc(C(=O)N2CCCC3(C2)Nc2cccnc2NC3=NC2CCCC2)cc1F (stereo unspecified)
5.3%	O=C([C@@H]1C[C@H](Oc2cccnc2)CN1C(=O)c1cc2ccccc2[nH]1)N1CCCC1
32.2%	COCCOC1CCN(C(=O)c2cccn2C)CC1
-1.7%	Cc1ccccc1Cn1cc(-c2ccncc2)cc1C(=O)N1CCN(c2ccccc2)CC1

The results go on:
12-LOX inh	compound
25.5%	CCOc1ccc(C2Cn3nnc(-c4nc(-c5cccc(C)c5)no4)c3CO2)cc1 (stereo unspecified)
33.7%[activator][176 µM]	Cn1nccc1CN1CCC12Cc1ccccc1NC2=O (stereo unspecified)
10.3%	O=C(NCc1ccccn1)C1CCCN(C2CCN(C(=O)Cn3cnnn3)CC2)C1 (stereo unspecified)
34.5%[activator]	CC(C)c1noc(-c2cn(C3CCCN(C(=O)c4ccco4)C3)nn2)n1 (stereo unspecified)
69.0%[activator][176 µM]	COc1ccccc1-c1cnc(NC(=O)c2cnccn2)c2c1CCO2
?	Cc1cc(Br)cn2c(Cc3ccccc3C(F)(F)F)c(-c3ccc(F)cc3)nc12
33.1%[activator]	Cc1nc(N2CCC(NC(=O)CCC3CCCC3)CC2)cc(C(F)(F)F)n1
-22.2%	Nc1[nH]c(C(=O)c2ccc(Br)cc2)c(-c2ccccc2Br)c1C(=O)NCCc1c[nH]c2ccccc12
82.5%[activator][176 µM]	Cc1ccc(CN2C(=O)[C@@H]3C[C@@H](O)CN3C3(CN(Cc4ccccn4)C3)C2=O)o1
14.1%	O=C(c1ccc2cc[nH]c2c1)N1CCC(N2CC(OCC3CC3)C23CCCCC3)CC1 (stereo unspecified)
16.2%	COc1ccc(CC(=O)N2CCC3(CC2)CC(O)CCO3)cc1OC (stereo unspecified)
89.0%[activator]	Cc1cnc(CCNC(=O)c2n[nH]c(=O)c3ccccc23)n1C1CCC1
33.6%	O=C(C1CC=CCC1)N1CCC(Cc2nncn2-c2ccccc2)CC1 (stereo unspecified)
2.24µM*	COc1ccc(C(=O)N2CCC3(CC2)NC(=O)N(c2ccccc2Cl)N3)cc1
-17.9%[176 µM]	CN(C)c1ncc2c(n1)C(C)(C(=O)Nc1ccc(Cl)cc1)CCC2 (stereo unspecified)
?	O=C(C[C@H]1NC(=O)c2ccccc2NC1=O)Nc1nc(-c2cccs2)cs1
13.9%	C=CCn1cc(CN2CCC(Oc3ccc4ccccc4c3)(C(=O)O)CC2)cn1
16.1%	C[C@@H](N)C(=O)N1CCC(n2nccc2NC(=O)c2ccc3c(c2)OCO3)CC1
?	O=C(Nc1ccc(F)cc1)Nc1cccc(-c2ccc(N3CCOCC3)nn2)c1
22.2%	Cc1cc(S(=O)(=O)N2CCCC(Cn3c(C4CC4)nc4cccnc43)C2)ccc1F (stereo unspecified)
?	C[C@]12CC[C@H](O)CC1=CC[C@@H]1[C@H]2CC[C@]2(C)C(c3cccnc3)=CC[C@H]12
?	O=C(c1cc(F)ccc1F)N1CCC2(CC1)NC(=O)N(Cc1ccccc1)C2=O
5.4%[176 µM]	NC(=O)Cn1ccc2cc(OCC3CCN(c4cc(NC5CC5)ncn4)CC3)cnc21
51.0%[activator]	CS(=O)(=O)N1CCC(C2CCN(Cc3ccc(C#N)cc3)C2)CC1 (stereo unspecified)
38.7%[activator]	Cc1cccc(CN2CCCC(c3nc(C(C)C)no3)CCNC(=O)CC2)c1 (stereo unspecified)
41.6%	CCc1c(C(=O)N2CCCC3(CCNC3)C2)[nH]c2ccccc12 (stereo unspecified)
-6.1%	COCCC(=O)N1CCCCC1c1noc(COc2ccc(C)cc2)n1 (stereo unspecified)
26.4%	Clc1ccc(C2Cn3nnc(-c4nc(-c5ccccc5Cl)no4)c3CO2)cc1 (stereo unspecified)
?	CC1(c2ccccc2)N(Cc2ccccc2F)C(=O)OC12CCN(Cc1cccc(O)c1)CC2 (stereo unspecified)
2.3%	COc1ccc(CN2C(=O)O[C@@H]3CN(C4CCCCC4)C[C@@H]32)cc1OC

Arranged by value in 12-LOX inh (highest first): four from the list above
12-LOX inh	compound
41.6%	CCc1c(C(=O)N2CCCC3(CCNC3)C2)[nH]c2ccccc12 (stereo unspecified)
26.4%	Clc1ccc(C2Cn3nnc(-c4nc(-c5ccccc5Cl)no4)c3CO2)cc1 (stereo unspecified)
2.3%	COc1ccc(CN2C(=O)O[C@@H]3CN(C4CCCCC4)C[C@@H]32)cc1OC
-6.1%	COCCC(=O)N1CCCCC1c1noc(COc2ccc(C)cc2)n1 (stereo unspecified)

Additional results follow.
12-LOX inh	compound
42.8%[activator]	CN1CCC(CN2CCC(c3nn(C)c(=O)n3-c3ccccc3)CC2)CC1
?	Cc1ccc(F)cc1-n1nc(-c2c(C)nc3scc(CC(=O)N4CCCC4)n3c2=O)cc1C
3.1%	COc1ccc(CCCN2C(=O)O[C@@H]3CN(c4cc(OC)ncn4)C[C@@H]32)cc1
10.8%	O=C(Nc1cc(F)cc(F)c1)Nc1cccc(-c2ccc(N3CCOCC3)nn2)c1
9.7%	CCN1C(=O)CN(C(=O)C2CCCC2)CC12CCOCC2
16.8%	Nc1nccc(N2CCN(Cc3ccccc3F)C(CCO)C2)n1 (stereo unspecified)
4.4%	COc1nccc(N2CCC(CC(=O)N3CCCN(c4ncccn4)CC3)CC2)n1
?	COc1cccc(NC(=O)N[C@H]2C[C@@H](C(=O)N[C@@H](CC(C)C)C(N)=O)N(C(=O)CC(C)(C)C)C2)c1
12.6µM*	O=S1(=O)CCN(Cc2cn(C[C@H]3C[C@@H](NCc4ccc(F)cc4)[C@H](O)[C@@H]3O)nn2)CC1
18.1%	CN1CC2(CCN(C(=O)CCc3nc(-c4ccco4)no3)C2)OC1=O (stereo unspecified)
12.2%	O=C(CCC[C@H]1NC[C@@H]2C[C@H]1CN(Cc1ccccc1)C2)Nc1cccc(F)c1
60.8%[activator]	COc1ccc(-c2cc3c(=O)n(CCNC(=O)Cc4ccsc4)ccn3n2)cc1
28.4%	COc1ccc(Cl)cc1C(=O)N1CCC(n2cc(-c3nc(C)no3)nn2)C1 (stereo unspecified)
49.9%[activator][176 µM]	C[S+](=O)([O-])N1C[C@H](C(=O)N2CCN(c3ccccn3)CC2)C[C@@H]1c1ccc(F)cc1
26.5%[176 µM]	CC1=NOC2(CCN([S+](=O)([O-])c3c(C)noc3C)C2)C1 (stereo unspecified)

Screening data deposited in PubChem BioAssay by National Center for Advancing Translational Sciences (NCATS).
